FLuc act counter: affects firefly luciferase, flagging false hits in luciferase stimulation screens; ATPlite luciferase biochemical, luminescence, 10 min; 0 = ATP-free wells, 1 = DMSO control; 200,000 tested, under 10 active; activation factor at 10 µM; P08659;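 active = luciferase activation factor, scaled between plate controls, of at least 2 with compound at 10 µM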
Target sequence (P08659 whole entry, looked up): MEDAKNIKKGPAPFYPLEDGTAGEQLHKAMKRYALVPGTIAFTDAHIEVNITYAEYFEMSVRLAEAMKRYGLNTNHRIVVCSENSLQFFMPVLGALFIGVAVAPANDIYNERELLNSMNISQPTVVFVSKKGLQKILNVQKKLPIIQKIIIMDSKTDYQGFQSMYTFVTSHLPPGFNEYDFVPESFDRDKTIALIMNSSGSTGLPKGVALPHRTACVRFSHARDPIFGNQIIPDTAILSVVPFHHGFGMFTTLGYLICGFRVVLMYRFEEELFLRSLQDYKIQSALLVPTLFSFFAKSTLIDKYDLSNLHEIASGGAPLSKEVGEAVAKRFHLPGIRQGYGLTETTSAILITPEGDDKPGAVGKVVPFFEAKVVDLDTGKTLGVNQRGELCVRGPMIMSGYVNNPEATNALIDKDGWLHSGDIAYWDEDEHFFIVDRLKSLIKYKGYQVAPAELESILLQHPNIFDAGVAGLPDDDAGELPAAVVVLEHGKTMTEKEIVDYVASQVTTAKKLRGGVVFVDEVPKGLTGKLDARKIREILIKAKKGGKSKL
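Assay system: Luciferase/luciferin detection reagent, cell-free biochemical luciferase assay / Also added: ATP substrate / Schedule: 10 min at ambient temperature / Measured by: luminescence measurement of luciferase light output / Benchmarks: low control with PBS replacing ATP, high control enzyme plus ATP without compound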
NF-kB neuron act: raises NF-kB expression in human neuronal cells | NF-kB reporter expression; stronger effect = higher value | fold change at 12.5 µM | hit rate 1.6% among 190,000 | AID 1239; in the data active = fold change above about 3.3
TNAP act hi DEA: increases human TNAP activity under high phosphate acceptor concentration. P05186. purified TNAP, CDP-star luminescence, 1 M DEA, 30 min; stronger effect = higher value; 0 = EDTA background, 1 = DMSO-only activity. activation factor at 20 µM. 200,000 tested, under 10 active. AID 1136;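 active = activation factor at least 2 at 20 µM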
Target sequence (P05186 whole entry, looked up): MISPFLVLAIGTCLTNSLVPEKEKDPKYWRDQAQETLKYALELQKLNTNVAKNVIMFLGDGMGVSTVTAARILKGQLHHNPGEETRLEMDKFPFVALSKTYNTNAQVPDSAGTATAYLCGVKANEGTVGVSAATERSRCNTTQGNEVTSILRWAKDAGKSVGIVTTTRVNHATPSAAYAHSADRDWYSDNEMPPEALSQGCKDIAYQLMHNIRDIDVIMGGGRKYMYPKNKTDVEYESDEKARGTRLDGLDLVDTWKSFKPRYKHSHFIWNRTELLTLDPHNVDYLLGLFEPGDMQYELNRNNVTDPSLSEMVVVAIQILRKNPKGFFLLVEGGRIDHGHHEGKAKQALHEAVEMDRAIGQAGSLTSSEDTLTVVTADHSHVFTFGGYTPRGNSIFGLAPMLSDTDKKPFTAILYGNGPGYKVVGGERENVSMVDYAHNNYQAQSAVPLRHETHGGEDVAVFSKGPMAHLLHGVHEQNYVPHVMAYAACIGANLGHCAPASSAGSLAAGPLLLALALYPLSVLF
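Dosing: 20 µM single point. System: human TNAP. Amount: TNAP 1/800 final. Incubation: 30 min, room temperature. Read-out: TNAP activation factor scaled between EDTA and DMSO control wells. Signal: luminescence from CDP-star hydrolysis. Medium: 1 M DEA, pH 9.8, Mg2+, Zn2+. Control set: EDTA negative control, DMSO positive control.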
APP 5'UTR act: activates APP 5'UTR luciferase reporter; SH-SY5Y APP 5'UTR luciferase reporter, luminescence; zero percent = DMSO vehicle wells; activation, % at 2 µM; hit rate 1% among 190,000; AID 1276;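 active = activation above a set limit, based on mean plus 3 SD of controls, cut at about 140% in these data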; note: values of inactives mirror those of a sister screen read the other way
TNAP inh noacc: blocks human TNAP activity with no phosphate acceptor present; P05186; purified TNAP, CDP-star luminescence, 30 min; inhibition, % at 20 µM; hit rate 0.26% among 200,000; AID 1012;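 active = tissue-nonspecific alkaline phosphatase inhibition above about 50% at 20 µM in the single-dose screen, limit read from the data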;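 note: 0% = DMSO negative control and 100% = EDTA positive control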
bIAP act: increases bovine intestinal alkaline phosphatase activity | purified bovine IAP, CDP-star luminescence, 30 min; stronger effect = higher value; fold of DMSO-control signal, blank-subtracted | activation factor at 20 µM | hit rate 0.17% among 200,000 | AID 1016;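 active = activation factor of 2 or more at 20 µM, a signal rise over negative controls twice the positive control's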
FLuc inhib CS: inhibits firefly luciferase, flagging false hits in luciferase inhibition screens; ATPLite firefly luciferase biochemical luminescence, 10 min; inhibition, % at 10 µM; AID 1006; hit rate 1.5% among 200,000; P08659;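 active = inhibition above about 50% when tested at 10 µM, limit read from the data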
TNAP inh hiacc: blocks human TNAP under high phosphate acceptor concentration; P05186; purified TNAP, CDP-star luminescence, 1 M DEA; inhibition, % at 20 µM; hit rate 0.03% among 200,000;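 active = over 50% inhibition of tissue-nonspecific alkaline phosphatase at 20 µM in the single-dose screen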;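 note: plate controls were DMSO wells for no effect and EDTA-quenched wells as full inhibition for full effect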
PMI act satM6P: activators of human phosphomannose isomerase at near-saturating mannose 6-phosphate; P34949; coupled PMI enzyme assay, resazurin fluorescence, 20 min; stronger effect = higher value; 1 = untreated enzyme, 0 = substrate-free blank; activation factor at 20 µM; hit rate 0.34% among 190,000;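 active = activation factor of 2 or more at 20 µM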
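assay system = human phosphomannose isomerase with PGI, G6PDH, diaphorase coupling enzymes | quantity = 15 ng/mL PMI | incubation = enzyme reaction with compound 20 min at room temperature | medium = HEPES pH 7.4 buffer with MgCl2 and Tween-20 | compound dosing = one concentration, 20 µM, in 1% DMSO | measured by = Diaphorase-driven resazurin-to-resorufin fluorescence, excitation 544, emission 590 nm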
PMI act: activators of human phosphomannose isomerase | P34949 | AID 1214 | hit rate 0.005% among 190,000 | activation factor at 20 µM | purified human PMI, coupled resazurin fluorescence, 20 min; stronger effect = higher value; 1 = vehicle control, 0 substrate-free wells;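 active = activation factor of 2 or more at 20 µM, relative to plate controls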
* = called active by the depositor; / = not tested or not shown.

SMILES | FLuc act counter | NF-kB neuron act | TNAP act hi DEA | APP 5'UTR act | TNAP inh noacc | bIAP act | FLuc inhib CS | TNAP inh hiacc | PMI act satM6P | PMI act
O=C(N/N=C\C=C\c1ccco1)c1cc(-c2ccc3ccccc3c2)n[nH]1 | 0.8 | 2 | 1 | 30 | -71 | 1 | 16 | 3 | 1 | 0.9
Cc1ccc(-c2ccnc3nc(Sc4ncc(C(F)(F)F)cc4Cl)nn23)cc1 | 1.1 | 1 | 1 | 0 | 2 | 1 | -6 | -3 | 0.9 | 0.9
Cc1ccn(-c2cccc(-n3ccc(C)n3)n2)n1 | 0.4 | 3.6* | 1 | 84 | -9 | 1 | 61* | -3 | 0.8 | 0.9
O=C(Nc1nc(-c2cccs2)cs1)c1cc2ccccc2oc1=O | 1 | 1.4 | 1 | 2 | -7 | 0.9 | 3 | -1 | 1.1 | 1
O=C(CN(c1ccccn1)S(=O)(=O)c1ccc(F)cc1)Nc1ccccc1 | 1.1 | 1.1 | 1 | -7 | -11 | 1 | -5 | -2 | 1.1 | 1.1
CCc1ccc(/C=C(\C)C(=O)c2c(C)cc(C)[nH]c2=O)cc1 | 1 | 1.1 | 1 | -17 | -13 | 1.1 | -2 | 1 | 1 | 1
Clc1ccc(/C=N/NC2=Nc3cccc4cccc2c34)cc1 | 0.7 | 1.4 | 0.9 | 70 | -12 | 0.9 | 28 | 11 | 0.9 | 0.9
CCc1c(C)nc2ncnn2c1Nc1ccc(C#N)c(Cl)c1 | 1 | 0.93 | 1 | -17 | -3 | 1.1 | 4 | -4 | 1 | 1.1
Cc1cccc(/N=C/c2c(O)n(Cc3ccc4c(c3)OCO4)c(=O)c3ccccc23)n1 | 1.1 | 1.2 | 1 | 1 | -5 | 1.1 | -8 | 0 | 0.9 | 1
COCCN1CCN(Cc2cn(C)nc2-c2cccc(Cl)c2)CC1 | 1.1 | 0.93 | 1.1 | 26 | -10 | 1 | -7 | -5 | 1 | 1
CS(=O)(=O)n1nc(NCc2cccs2)nc1NCc1cccs1 | 1 | 1.1 | 1.1 | 7 | -11 | 0.9 | -1 | -6 | 1 | 1
O=C(Nc1cccc(Cl)c1)N(CCN1CCOCC1)Cc1cccc(Cl)c1 | 1 | 1 | 1 | 7 | -4 | 1.3 | -2 | -5 | 0.9 | 0.8
CC(C)(C)c1ccc(-c2noc(CCC(N)=O)n2)cc1 | 0.6 | 1.2 | 0.9 | -72 | 1 | 0.9 | 43 | 7 | 1.1 | 1.1
COc1ccccc1NC(=O)c1sc2ncn(Cc3cccc4ccccc34)c(=O)c2c1C | 1 | 0.91 | 1 | 11 | -25 | 0.7 | -1 | 5 | 0.9 | 1
CC(C)Sc1nc2ccc(Br)cc2[nH]1 | 0.9 | 1.7 | 1 | 36 | -26 | 1 | 13 | -1 | 1 | 1
O=C(Cc1cccs1)N1CCN(c2nc(-c3ccc(Cl)cc3)cs2)CC1 | 1.1 | 0.7 | 1.1 | 0 | -11 | 0.8 | -6 | -6 | 0.8 | 0.8
CCN1CCN(C(=O)NC(c2ccc(C)c(F)c2)C(Cl)Cl)CC1 (configuration not stated) | 1.1 | 1.2 | 1 | 16 | -22 | 1.2 | -8 | -3 | 1.1 | 1.1
C=CCN(CC=C)C(=O)Nc1cc(Cl)ccc1OC | 1.1 | 1 | 1 | -6 | -10 | 0.8 | -8 | -2 | 0.9 | 0.9
O=C(/C=C/Nc1ccc([N+](=O)[O-])cc1)c1ccc(Br)cc1 | 1.1 | 1.5 | 1 | 37 | -8 | 1.1 | -6 | 0 | 1 | 1.1
CCCn1c(C)cc(=O)c2cc(NC(=O)c3cnccn3)ccc21 | 1.1 | 0.81 | 1 | 8 | -5 | 0.9 | -5 | -2 | 0.8 | 0.8
O=C(Nc1ccc(N2CCOCC2)cc1)c1ccccc1SCC(=O)N1CCCC1 | 1 | 1.2 | 1 | 17 | -7 | 1.1 | -5 | -3 | 1 | 1
OC1(c2cccnc2)CCN(Cc2nnnn2C2CCCCC2)CC1 | 1 | 1.1 | 1 | 2 | -6 | 1.1 | -3 | 1 | 0.9 | 0.9
COc1cccc(-c2nnc(SCC(=O)OC(C)C)n2Cc2ccco2)c1 | 1.1 | 1.1 | 1 | 13 | -4 | 0.9 | -5 | -4 | 1 | 1
COc1ccc(N(CC(=O)N2CCN(c3cccc(C)c3)C(C)C2)S(=O)(=O)c2c(C)n[nH]c2C)cc1 (configuration not stated) | 1.1 | 0.89 | 1.1 | -2 | -34 | 1.3 | -6 | -7 | 0.8 | 0.9
COc1cc(-c2cc(N3C(=O)Nc4ccccc4N3O)n[nH]2)cc(OC)c1OC | 1 | 1.4 | 1 | -17 | -20 | 0.7 | -4 | 0 | 1.1 | 1
C/C(=C/c1oc2ccc(O)cc2c1[N+](=O)[O-])N(C)C | 0.9 | 1.9 | 0.5 | -24 | 26 | 0.3 | 6 | 47 | 0.9 | 0.8
O=C(O)c1ccc2c3c(cccc13)C(=O)N(OS(=O)(=O)c1ccccc1)C2=O | 1 | 1.1 | 1 | -5 | 13 | 1.3 | 3 | -5 | 0.9 | 1.1
O=C(CSc1nc2ccccc2[nH]1)Nc1cc(C(F)(F)F)ccc1N1CCOCC1 | 1 | 0.79 | 1 | -16 | -9 | 1.1 | -4 | -3 | 0.9 | 0.8
Cc1cccc(OCC(=O)N/N=C\c2cc3c(cc2[N+](=O)[O-])OCO3)c1C | 1 | 0.94 | 1 | -16 | -7 | 0.8 | -4 | 2 | 1.8 | 1.5
CCc1ccc(NC(=O)COC(=O)/C(=C/c2ccccc2OC)c2ccccc2)cc1 | 1 | 1.1 | 1 | -16 | -2 | 0.5 | -5 | -2 | 0.8 | 0.8
Cc1c(NC(=O)C(C)Sc2ccccc2)c(=O)n(-c2ccccc2)n1C (configuration not stated) | 1.1 | 1.1 | 1 | -58 | -10 | 1 | -7 | -2 | 1.1 | 1.1
CCCC(=O)c1cc2c(cc1NC(=O)c1cccs1)OCCO2 | 1 | 1.1 | 1 | -4 | -2 | 1 | -1 | -2 | 1 | 0.9
COc1ccc(-c2nc3ccccn3c2/N=C/c2ccc(OC)c(OC)c2)cc1O | 0.9 | 1.3 | 0.9 | 3 | 6 | 1 | 8 | 13 | 0.9 | 0.8
NC(=S)Nc1ccc2cc[nH]c2c1 | 1.1 | 1.2 | 1 | 2 | -8 | 1.1 | -6 | -3 | 1 | 1
Cc1cccc(NC(=O)CCn2ccnc2C)c1 | 1 | 1.4 | 1.1 | 5 | -16 | 1 | 0 | -6 | 0.9 | 0.8
CC(=O)N/C(=N\OCc1ccc(Br)cc1)c1nonc1NC(C)=O | 1 | 1.2 | 1 | 14 | -9 | 0.9 | -4 | -4 | 0.9 | 0.9

Some of these compounds in order of length of the SMILES, smallest number first.
SMILES | FLuc act counter | NF-kB neuron act | TNAP act hi DEA | APP 5'UTR act | TNAP inh noacc | bIAP act | FLuc inhib CS | TNAP inh hiacc | PMI act satM6P | PMI act
Cc1cccc(NC(=O)CCn2ccnc2C)c1 | 1 | 1.4 | 1.1 | 5 | -16 | 1 | 0 | -6 | 0.9 | 0.8
CCCn1c(C)cc(=O)c2cc(NC(=O)c3cnccn3)ccc21 | 1.1 | 0.81 | 1 | 8 | -5 | 0.9 | -5 | -2 | 0.8 | 0.8
COc1cccc(-c2nnc(SCC(=O)OC(C)C)n2Cc2ccco2)c1 | 1.1 | 1.1 | 1 | 13 | -4 | 0.9 | -5 | -4 | 1 | 1
O=C(/C=C/Nc1ccc([N+](=O)[O-])cc1)c1ccc(Br)cc1 | 1.1 | 1.5 | 1 | 37 | -8 | 1.1 | -6 | 0 | 1 | 1.1

The listing continues:
SMILES | FLuc act counter | NF-kB neuron act | TNAP act hi DEA | APP 5'UTR act | TNAP inh noacc | bIAP act | FLuc inhib CS | TNAP inh hiacc | PMI act satM6P | PMI act
COc1cccc(CN(C)Cc2nc(C3CC3)no2)c1 | 1.1 | 1.3 | 1.1 | -1 | -2 | 1 | -5 | -5 | 1.1 | 1
COc1cc2c(cc1OC)CC(=O)NC=C2 | 1 | 0.97 | 1 | -18 | -8 | 1 | 1 | -1 | 1.1 | 1.1
CN(CC(=O)N1CCN(c2ncccn2)CC1)S(=O)(=O)c1ccc(Cl)cc1 | 1.1 | 0.99 | 1 | -1 | -14 | 1.1 | -5 | -4 | 1.1 | 1.2
Cc1cc(C)nc(NC(=O)c2ccc(COc3ccccc3Cl)cc2)c1 | 1 | 1.1 | 1.1 | -3 | -12 | 0.9 | -1 | -6 | 0.9 | 0.9
Cc1onc(-c2ccccc2Cl)c1C(=O)NCC1CCCO1 (configuration not stated) | 1 | 1.2 | 1.1 | 8 | -6 | 1.2 | 0 | -6 | 1.1 | 1
O=C(Cn1cnc2ccccc21)NC(c1ccccc1)c1ccccc1 | 1.1 | 1.2 | 1 | 25 | -15 | 1.2 | -5 | -4 | 1 | 0.9
O=C1CC(c2ccco2)CC(O)=C1C=Nc1cc(Cl)cc(Cl)c1 (configuration not stated) | 1.1 | 1.3 | 1 | -23 | 7 | 0.8 | -6 | 1 | 1.2 | 1
Cc1cccc(-c2nc(CS(=O)CC(=O)NCC3CCCO3)c(C)o2)c1 (configuration not stated) | 1 | 0.96 | 1 | -16 | -4 | 1 | -1 | -2 | 1 | 0.9
Cc1ccc(S(=O)(=O)Oc2ccc(/C=C(/NC(=O)c3ccccc3)C(=O)NCCC(=O)O)cc2)cc1 | 1 | 1.3 | 1.1 | 13 | -9 | 0.9 | 3 | -5 | 1 | 1
COc1cc2cc(C(c3nnnn3C3CCCC3)N3CCc4ccccc43)c(=O)[nH]c2cc1OC (configuration not stated) | 1.1 | 0.67 | 1.1 | 9 | 1 | 1 | -9 | -7 | 1.2 | 1.2
Cc1cccc(-n2ncc3c(NCCc4ccc(S(N)(=O)=O)cc4)ncnc32)c1 | 1.1 | 0.6 | 1.1 | / | 5 | 1.1 | -8 | -5 | 0.9 | 0.9
Cc1ccc(NCc2nnc(SCC(=O)NCCc3ccccc3)n2C)cc1 | 1 | 1 | 1 | 9 | -9 | 1 | -4 | -4 | 1 | 0.9
Cc1nc2ccc(NC(=O)Cc3cccc(F)c3)cc2s1 | 1 | 1.6 | 1.1 | 59 | -9 | 1.1 | 4 | -6 | 1 | 0.9
COC(=O)C1=CNC=C(C(=O)OC)C1c1ccc(Cl)cc1 | 1.1 | 0.98 | 1.1 | -6 | -21 | 1 | -7 | -7 | 0.9 | 0.8

Single records (already shown). Order of screens: FLuc act counter	NF-kB neuron act	TNAP act hi DEA	APP 5'UTR act	TNAP inh noacc	bIAP act	FLuc inhib CS	TNAP inh hiacc	PMI act satM6P	PMI act
COc1cccc(CN(C)Cc2nc(C3CC3)no2)c1 across the screens: 1.1	1.3	1.1	-1	-2	1	-5	-5	1.1	1
Cc1cc(C)nc(NC(=O)c2ccc(COc3ccccc3Cl)cc2)c1 across the screens: 1	1.1	1.1	-3	-12	0.9	-1	-6	0.9	0.9
COC(=O)C1=CNC=C(C(=O)OC)C1c1ccc(Cl)cc1 across the screens: 1.1	0.98	1.1	-6	-21	1	-7	-7	0.9	0.8

No enrichment for hits; 3.6% or so of the library scored in one or more.
